Screening data (PubChem BioAssay)
Gal4-VP16 FLuc – VP16 counterscreen qHTS for inhibitors of ROR gamma transcriptional activity; Drosophila S2 Gal4-VP16 UAS-luciferase, luminescence, 20 h; Potency, µM (titrated, usually from 53.6 µM), without a hit: top-dose activity, negative = inhibition, most hits filed as inhibitors; actives 3.5% (n = 310,000);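 further: Gal4-VP16 expression switched on by copper sulfate through the metallothionein promoter; potency means the concentration at half of the fitted maximal effect; on the % scale 0 is the no-effect control and ±100 the full control effect; nearly all actives have a fitted effect of over 50% in size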
NPC1 prom act – qHTS Assay for NPC1 Promoter Activators | actives 2.4% (n = 320,000) | AID 485313, 2010 | Potency, µM (highest dose often 9.22 µM), without a hit: at the top dose activation, usual class: activators | Huh7 NPC1 promoter luciferase reporter, 24 h;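 further: potency means the concentration at half of the fitted maximal effect; % of control where 0% means no effect; nearly all actives have a fitted effect of over 60% in size; reporter is driven by a mutant NPC1 promoter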
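Compounds in DMSO were transferred onto Huh7 NPC1-luciferase reporter cells pre-incubated 2 h; after 24 h at 37 °C, Amplite reagent was dispensed and luminescence recorded 10 min later.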
ELG1 DNA repair – qHTS screen for small molecules that inhibit ELG1-dependent DNA repair in human embryonic kidney (HEK293T) cells expressing luciferase-tagged ELG1; actives 2.3% (n = 330,000); Potency, µM (doses to about 46.1 µM), inactives show at the top dose activity change, negative = inhibition, most hits filed as inhibitors; AID 504467, 2011; HEK293T ELG1-luciferase reporter, luminescence, 16 h; DNA damage induced by 5-fluorouridine; further: potency means the concentration at half of the fitted maximal effect; on the % scale 0 is the no-effect control and ±100 the full control effect; nearly all actives have a fitted effect of over 55% in size
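Luminescence from the luciferase reporter, measured 30 min after ONE-Glo reagent at room temperature, was the read-out. Beforehand, 2,000 cells per well were exposed for 16 hr at 37 °C to 5-fluorouridine together with compound or vehicle.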
Menin-MLL TR inh – qHTS Assay for Inhibitors Targeting the Menin-MLL Interaction in MLL Related Leukemias: Competition With Texas Red Labeled MLL-derived Mutant Peptide; Potency, µM (top dose mostly 61.6 µM), for inactives: at the top dose FP activity change, negative = inhibition, most hits filed as inhibitors; actives 0.23% (n = 270,000); Menin + Texas Red MLL mutant peptide, fluorescence polarization; O00255; AID 1768, 2009; active means well fitted inhibition curve with a large enough effect in the polarisation, with a control signal flat, not every such curve was filed as active; inconclusive means small, poorly fitted or top-dose-only effect, or effect the other way, or a change in a side signal; inactive means no such curve, though single readings can be large or run the other way; the % refers to the polarisation; further: potency means the concentration at half of the fitted maximal effect; % of control where 0% means no effect; many of its hits are not listed in these tables
MBNL1 CUG block – qHTS Assay for Inhibitors of MBNL1-poly(CUG) RNA binding; Muscleblind-like protein 1 (Homo sapiens), Q9NR56; TR-FRET MBNL1-His/biotin-(CUG)12 binding, 665/545 ratio; Potency, µM (top dose mostly 57.5 µM), inactives show top-dose activity change, negative = inhibition, hits mostly inhibitors; actives 0.036% (n = 280,000); active means well fitted inhibition curve with a large enough effect in the signal ratio, with a control signal flat, not every such curve was filed as active; inconclusive means small, poorly fitted or top-dose-only effect, or effect the other way, or a change in a side signal; inactive means no such curve, though single readings can be large or run the other way; the % refers to the signal ratio; further: potency means the concentration at half of the fitted maximal effect; on the % scale 0 is the no-effect control and ±100 the full control effect
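MBNL1-His + Biotin-(CUG)12, cpd titration 92 nM–58 uM; Tb anti-His Ab 0.055 ng/ul, SA-XL665 5 nM (final); 60 min RT; ratiometric 665/545 nm, Ex 340 nm; normalized to buffer and full-complex controls.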
KCNH2 3.1 inh – qHTS for Inhibitors of KCHN2 3.1: Mutant qHTS. AID 720553, 2013. U2OS KCNH2 3.1, thallium flux FluxOr; stronger effect = lower value. actives 0.95% (n = 340,000). Potassium voltage-gated channel subfamily H member 2, brain isoform KCNH2 3.1 (human). activity change, % (tested at about 1.8 µM);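 active means maximum activity change below -70%; inconclusive means maximum activity change from -70% to -50%; inactive means maximum activity change above -50%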;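 further: thallium influx rate constant from kinetic fluorescence after stimulation buffer; on the % scale 0 is the no-effect control and ±100 the full control effect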
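Virally transduced U2OS (3.1 isoform, 4 h infection in dark at RT) → overnight 37 C → FluxOr + Red40 in HBSS/HEPES, 45 min → stimulation buffer, 2 min kinetic read → rate constant vs DMSO controls.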
RORgamma inh – qHTS for inhibitors of ROR gamma transcriptional activity | actives 5.4% (n = 310,000) | Potency, µM (series often up to 53.6 µM), for the others: at the highest dose activity change, negative = inhibition, usual class: inhibitors | AID 2551, 2010 | Nuclear receptor ROR-gamma (Mus musculus), P51450 | Drosophila S2 Gal4-RORgamma UAS-luciferase reporter, 20 h; further: potency means the concentration at half of the fitted maximal effect; on the % scale 0 is the no-effect control and ±100 the full control effect; nearly all actives have a fitted effect of over 60% in size
Target sequence (P51450 whole entry, looked up, the tested form may be a part): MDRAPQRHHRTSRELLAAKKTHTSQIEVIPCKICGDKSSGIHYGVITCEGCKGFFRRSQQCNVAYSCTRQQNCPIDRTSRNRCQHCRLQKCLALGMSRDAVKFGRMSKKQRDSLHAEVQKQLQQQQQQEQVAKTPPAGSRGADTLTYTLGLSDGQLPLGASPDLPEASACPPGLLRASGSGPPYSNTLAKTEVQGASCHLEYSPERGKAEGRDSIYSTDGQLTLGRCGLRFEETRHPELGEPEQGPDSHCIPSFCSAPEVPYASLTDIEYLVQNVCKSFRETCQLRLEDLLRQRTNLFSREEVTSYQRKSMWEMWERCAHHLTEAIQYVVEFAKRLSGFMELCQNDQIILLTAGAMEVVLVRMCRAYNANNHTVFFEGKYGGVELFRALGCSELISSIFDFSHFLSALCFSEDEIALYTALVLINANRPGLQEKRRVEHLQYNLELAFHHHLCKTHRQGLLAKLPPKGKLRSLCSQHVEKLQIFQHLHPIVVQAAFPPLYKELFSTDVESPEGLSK
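Using a luciferase readout, inhibitors were identified by reduced reporter activity in Drosophila cells coexpressing a copper-inducible Gal4–ROR gamma fusion and UAS-driven Photinus luciferase, incubated 20 hr after 700 uM copper sulfate.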
Mito fusion yeast – qHTS Assay for Small Molecule Inhibitors of Mitochondrial Division or Activators of Mitochondrial Fusion. S. cerevisiae fusion-defective mutant growth rescue, CellTiterGlo 48 h. Potency, µM (titrated, usually from 46.1 µM), inactives show at the highest dose growth rescue (activation), hits mostly activators. actives 0.23% (n = 320,000);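 further: potency means the concentration at half of the fitted maximal effect; % of control where 0% means no effect; nearly all actives have a fitted effect of over 45% in size; temperature-sensitive fusion mutants such as fzo1-1 at 37 °C on non-fermentable ethanol glycerol medium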
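Growth-rescue viability read-out: after 48 h at the non-permissive 37C in glycerol/ethanol YPEG, yeast mitochondrial fusion mutants are measured by CellTiterGlo luminescence; compounds (23 nl pinned per well) restoring growth score as division inhibitors or fusion activators.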
FLuc counter – qHTS profiling assay for firefly luciferase inhibitor/activator using purifed enzyme and Km concentrations of substrates (counterscreen for miR-21 project) | Luciferin 4-monooxygenase (Photinus pyralis), P08659 | purified FLuc, Km substrates, luminescence inhibition | Potency, µM (titrated, usually from 57.5 µM), inactives show top-dose activity change, negative = inhibition, most hits filed as inhibitors | actives 6.9% (n = 360,000);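 further: potency means the concentration at half of the fitted maximal effect; plate controls were vehicle for no effect and reference inhibitor for full effect; nearly all actives have a fitted effect of over 55% in size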
Target sequence (P08659 whole entry, looked up): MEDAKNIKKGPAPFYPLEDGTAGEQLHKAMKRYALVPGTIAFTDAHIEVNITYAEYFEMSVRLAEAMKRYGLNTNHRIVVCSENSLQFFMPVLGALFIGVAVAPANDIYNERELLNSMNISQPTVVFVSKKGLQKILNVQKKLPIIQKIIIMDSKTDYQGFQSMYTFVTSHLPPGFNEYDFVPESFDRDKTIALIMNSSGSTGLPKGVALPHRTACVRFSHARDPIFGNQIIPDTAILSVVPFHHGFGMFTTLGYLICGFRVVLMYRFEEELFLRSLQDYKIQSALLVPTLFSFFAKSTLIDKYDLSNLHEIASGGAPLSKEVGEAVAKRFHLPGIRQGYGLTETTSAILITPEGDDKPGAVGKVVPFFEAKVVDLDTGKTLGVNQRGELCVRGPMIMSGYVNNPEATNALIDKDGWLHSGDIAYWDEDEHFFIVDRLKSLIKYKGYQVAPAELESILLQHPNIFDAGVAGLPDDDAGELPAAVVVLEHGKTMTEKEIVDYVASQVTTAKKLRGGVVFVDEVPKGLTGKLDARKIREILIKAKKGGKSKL
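Purified P. pyralis luciferase (10nM final) with 10uM D-luciferin and 10uM ATP (Km levels) in 50mM Tris acetate pH 7.5, 10mM Mg acetate, 0.01% Tween-20, 0.05% BSA; qHTS 6-point titration, ~60 µM downward; luminescence read.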
Rab9 prom act – qHTS Assay for Rab9 Promoter Activators. Huh7 Rab9 promoter-luciferase reporter, luminescence, 24 h. Potency, µM (highest dose often 9.22 µM), for the others: at the highest dose activation, negative = inhibition, most hits filed as activators. actives 2.8% (n = 320,000); further: potency means the concentration at half of the fitted maximal effect; % of control where 0% means no effect; nearly all actives have a fitted effect of over 60% in size
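Luminescence from Amplite-detected luciferase (10 minutes, ambient) reports Rab9 promoter activation. Before that, stable Rab9-luciferase Huh7 cells (1500/well, reduced-serum OP-MEM I plus 10% FBS) were exposed to compound for 24 hours at 37C.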
PKM2 activator – qHTS Assay for Activators of Human Muscle isoform 2 Pyruvate Kinase. Pyruvate kinase PKM (Homo sapiens), P14618. purified PKM2, Kinase-Glo ATP luminescence, activation; response scale: 0% is enzyme alone, no compound. Potency, µM (highest dose often 57.5 µM), without a hit: at the highest dose activation, actives largely listed as activators. actives 0.34% (n = 260,000). AID 1631, 2009; further: potency means the concentration at half of the fitted maximal effect; on the % scale 0 is the no-effect control and ±100 the full control effect; nearly all actives have a fitted effect of over 55% in size
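ATP formation by purified human PK-M2, quantified via coupled luciferase luminescence after 1 h at room temperature with 0.1 mM ADP and 0.5 mM PEP final.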
Active calls of the source: *; ? = inconclusive; . = no result given; & = joins results of further samples; [ ] = remark or other dose. Unless noted, the call rests on the fitted dose curve; in most records, active means well fitted curve in the direction sought with a large enough effect; inconclusive means small, poorly fitted or top-dose-only effect, or another doubt; inactive means no such curve, though single readings can be large; an effect the other way counts as inactive or inconclusive. Some of the compounds tested; rates above refer to the full screens.

SMILES	Gal4-VP16 FLuc	NPC1 prom act	ELG1 DNA repair	Menin-MLL TR inh	MBNL1 CUG block	KCNH2 3.1 inh	RORgamma inh	Mito fusion yeast	FLuc counter	Rab9 prom act	PKM2 activator
CCCCNC(=S)N(C)/N=C/c1ccc(OCC(=O)Nc2ccc(OC)cc2)c(OC)c1	-8%	-4%	10µM*	13%	.	19	-2%[10 µM]	4%	0%	0%	7%
COc1ccc(/C=C/c2ccc3cccc(O)c3n2)c(OC)c1OC	?	3.2µM*	?	?	?	0	3.2µM*	8%	4.8µM*	2.5µM*	.
O=C(Nc1ccc2c3c(cccc13)CC2)c1ccco1	10%	20%	?	-1%	7%	19	?	8%	17µM*	17%	5%
Cc1onc(-c2ccccc2)c1NC(=O)N(CCC#N)Cc1cccs1	-5%	1%	9%	.	8%	-2	-1%	-3%	0%	6%	2%
Cc1sc(NC(=O)Cn2cnnn2)nc1-c1ccc(Cl)cc1	-4%	-4%	-15%	11%	.	1	4%	-6%	-7%	-1%	-3%
NC(=O)c1ccsc1NC(=O)C1CCN(S(=O)(=O)c2cccs2)CC1	.	0%	?	.	.	1	.	4%	3%	-6%	.
Cc1ccc2c(COC(=O)C34CC5CC(CC(C5)C3)C4)cc(=O)oc2c1	0%	?	?	-1%	-2%	2	1%	-5%	?	4µM*	0%
Cc1ccccc1-n1nc(C(=O)c2cccs2)cc(-c2nc3ccccc3[nH]2)c1=N	0.89µM*	0%	13µM*	-2%	18%	-10	0.71µM*	2%	2%	-4%	0%
O=C(c1ccc2c(c1)OCO2)N1CCc2ccccc21	?	?	?	-19%	-8%	6	23%	17%	?	?	.
O=C(CNC(=O)C12CC3CC(CC(C3)C1)C2)OCC(=O)N1CCCCC1	.	-6%	5%	.	.	-5	.	-4%	5%	-2%	.
COc1cc(CNC(=O)CCC(=O)N2C[C@H]3C[C@H](C2)c2cccc(=O)n2C3)cc(OC)c1OC	2%	-1%	-23%	4%	-5%	6	-1%	1%	-3%	0%	-6%
CN(C)S(=O)(=O)c1ccc(N2CCOCC2)nc1	-7%	0%	13%	9%	8%	3	10%	-4%	0%	1%	-7%
C=C1CCC[C@]2(C)C[C@H]3OC(=O)C(CN4CC(C)OC(C)C4)[C@H]3C[C@@H]12 (some centres undefined)	-8%	-3%	?	-28%	3%	10	20%	6%	3%	-3%	.
COC(=O)CN1C(=O)C(C)=C(c2ccc(C)cc2)S1(=O)=O	-8%	-2%	?	-11%	-3%	6	38%	3%	-14%	0%	-3%
COc1cc(C2SCCS2)cc(Br)c1Oc1ncccc1[N+](=O)[O-]	-5%	3%	?	.	.	-2	31%	-6%	1%	0%	4%
C=CCNc1nc(Nc2ccc(OC)cc2)nc(OCC)n1	5%	-3%	-13%	.	1%	0	?	1%	?	-2%	10%
Nc1csnc1C(=O)O	-6%	0%	-5%	-13%	-3%	9	0%	-3%	1%	1%	-3%
Cc1ccc(OCc2cc(C(=O)N(CCO)Cc3cccs3)no2)cc1C	25%	4µM*	?	.	3%	-5	-11%	2%	27µM*	3.5µM*	1%
COCCCNC(=S)N1CCN(c2nc(-c3ccc(F)cc3)cs2)CC1	?	0%	?	?	-10%	0	3%	-8%	?	-2%	3%
COc1ccc(C)cc1S(=O)(=O)NC1CC1	6%	1%	4%	-6%	-14%	5	17%[1.91 µM]	2%	-2%	0%	-11%
CCCCNC(=O)C(c1ccc(-c2ccccc2)cc1)N(CCN1CCOCC1)C(=O)CCCCCN1C(=O)NC(c2ccc([N+](=O)[O-])cc2)C(C(=O)OCc2ccccc2)=C1C (centres undefined)	-10%&0%	-9%	4%	-7%&0%	3%	.	-4%&4%	-6%	?	-8%	1%&1%
Cc1ccc(NC(=O)CN(C)C(=O)c2ccc(Br)o2)cc1	9%	0%	0%	-20%	-1%	-6	24%	3%	0%	4%	-1%
Cc1cc(C(=O)OCC(=O)N(C)c2ccccc2)ccc1[N+](=O)[O-]	4%	-4%	10%	-10%	?	-10	4%	0%	1%	1%	-1%
Cn1c(N)c(C(=O)CSc2nnc(-c3cccs3)n2C2CC2)c(=O)[nH]c1=O	.	1%	7%	.	.	8	.	-6%	1%	-2%	.
CCN(CC)c1ncnc2c1sc1nc(C)cc(C)c12	2%	-5%	-13%	1%	-1%	-2	-20%	6%	?	-4%	4%
SMILES	Gal4-VP16 FLuc	NPC1 prom act	ELG1 DNA repair	Menin-MLL TR inh	MBNL1 CUG block	KCNH2 3.1 inh	RORgamma inh	Mito fusion yeast	FLuc counter	Rab9 prom act	PKM2 activator
C=CCn1c(SCc2c(C)noc2C)nc2sc3c(c2c1=O)CCCCC3	5%	-11%	?	3%	-5%	-8	-36%	19%	0%	-12%	10%
CCOC(=O)c1oc2ccccc2c1CSc1nnnn1-c1ccccc1	-10%	-1%	-8%	-10%	-1%	3	-13%	2%	6%	-5%	-3%
COc1ccccc1N1CCN(C2CCCN(C(=O)CN3CCCCC3=O)C2)CC1 (centres undefined)	-1%	1%	7%	0%	7%	2	-45%	1%	0%	6%	0%
O=C1CN(c2ccccc2)C(=O)N1	-5%	3%	9%	.	.	-1	5%	1%	4%	-3%	-1%
COc1cccc(OCCOc2ccccc2OC(C)C)c1	-8%	-1%	0%	-2%	13%	11	0%	3%	1%	-7%	0%
CC1CCCC(C)N1/N=C/c1ccc([N+](=O)[O-])cc1 (centres undefined)	-8%	-1%	27%	?	?	-13	12%	-7%	?	-2%[1.84 µM]	.
CC(=O)Oc1ccc(OC(C)=O)c(S(=O)(=O)c2ccc(C)c(C)c2)c1	3%	11%	8%	20%	-4%	-13	11%	-7%	1%	-5%	.
Cc1nn(Cc2ccccc2Cl)c(C)c1C(=O)Nc1nnc(C2CC2)s1	-5%	-5%	10%	-6%	1%	-18	?	0%	2%	4%	3%
COc1ccc([N+](=O)[O-])cc1NC(=O)C(C)OC(=O)CC1CCCC1 (centres undefined)	.	1%	0%	.	.	-6	.	15%	5%	-6%	.
CCC(Oc1ccccc1)C(=O)Nc1ncc([N+](=O)[O-])s1 (centres undefined)	-14%	2%	?	?	?	9	?	13%	?	-2%	4%
CC1(C)CC(c2nc(-c3ccc([N+](=O)[O-])cc3)cs2)CCO1 (centres undefined)	?	-3%	?	-7%	?	6	-38%	-4%	-10%	-2%	-1%
C[C@]12CC[C@@H]3c4ccc(OC(=O)c5ccccc5)cc4CC[C@H]3[C@@H]1CC[C@@H]2O	-13%&-11%	-3%	16%	1%&20%	?	3	-2%	7%	?	-1%	-4%
COc1ccc(CC(=O)N[C@@H](CCSC)c2nc3ccccc3[nH]2)cc1	-4%	15%	-16%	15%	.	3	46%	1%	3%	3%	2%
CC(C)(C)c1ccc(C(=O)N/C(=C\c2cccc([N+](=O)[O-])c2)C(=O)Nc2cccc(C(=O)O)c2)cc1	.	-3%	8%	?	-1%	-4	.	1%	?	14%	-2%
CCOC(=O)N1CCN(CC(O)c2ccc3c(c2)CCN3)CC1 (centres undefined)	8%	0%	9%	-14%	6%	13	12%	2%	5%	-4%	6%
CC1CN(S(=O)(=O)c2cccc(-c3csc(-c4ccccc4)n3)c2)CC(C)O1 (centres undefined)	9%	-1%	-29%	2%	7%	-6	-1%	7%	-3%	1%	1%
Cc1cccc(NC(=S)N2CCN(Cc3ccc4c(c3)OCO4)CC2)c1C	-4%[0.365 µM]	-1%	5%	-11%	0%	-6	-109%	6%	2%	-13%	-4%
Cc1ccc2nc(Cl)c(/C=N/NC(=O)c3ccccc3O)cc2c1	?	0%	-29%	?	21%	-14	?	-3%	?	0%	28%
